Mtb BioA inh: M. tuberculosis BioA enzyme inhibitors, primary screen, biochemical, plate reader, single point, HTS. purified M. tuberculosis BioA enzyme. 7,8-diaminopelargonic acid synthase BioA (Mycobacterium tuberculosis). AID 602481, 2012. 0.096% of 360,000 active. inhibition, % at 9.99 µM; in the data active means inhibition above about 40%
GDH-TPI counter: GDH-TPI coupling enzyme inhibitors, primary screen, artefact control for M. tuberculosis FBA inhibitor project, biochemical, absorbance, full deck; AID 588335, 2011; GDH-TPI coupled enzyme counterscreen, NADH absorbance; 1.2% of 360,000 active; inhibition, % at 4.8 µM; in the data active means inhibition above about 30%;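 further: 0% = DMSO wells and 100% = wells lacking the enzyme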
SSB-PriA inh: inhibitors of Klebsiella pneumoniae PriA binding to SSB C-terminal tail, primary screen, biochemical, AlphaScreen; 0.6% of 430,000 active; PriA–SSB C-terminal tail interaction (Klebsiella pneumoniae); AlphaScreen SSBct-PriA binding, biotinylated peptide; inhibition, % at 33 µM; in the data active means inhibition mostly above about 37%, no sharp cut-off; inactive means mostly below about 20%;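 further: plate controls were negative control peptide for no effect and reference peptide for full effect; strong numbers were not always called active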
VHR inh abs: VHR1 phosphatase inhibitors, primary screen, biochemical, absorbance, uHTS; recombinant VHR phosphatase, pNPP absorbance; 0.52% of 290,000 active; AID 1654, 2009; inhibition, % at 13.3 µM; Dual specificity protein phosphatase 3 (Homo sapiens), P51452; in the data active means inhibition above about 50%; further: some compounds called inactive have numbers as strong as hits
Target sequence (P51452 whole entry, looked up): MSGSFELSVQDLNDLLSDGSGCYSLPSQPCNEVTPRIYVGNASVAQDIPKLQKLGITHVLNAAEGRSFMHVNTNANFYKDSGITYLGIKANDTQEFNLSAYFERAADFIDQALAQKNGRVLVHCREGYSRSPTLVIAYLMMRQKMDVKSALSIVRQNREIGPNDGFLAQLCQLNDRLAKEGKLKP
Rv3671c protease: Rv3671c serine protease inhibitors, primary screen, biochemical, fluorescence polarization, M. tuberculosis H37Rv. AID 2606, 2010. P9WHR9. 0.048% of 320,000 active. inhibition, % at 5.96 µM; in the data active means inhibition above about 38%;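 further: extracellular domain of Rv3671c used as enzyme; 0% = enzyme with DMSO and 100% = no enzyme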
Target sequence (P9WHR9 whole entry, looked up, the tested form may be a part): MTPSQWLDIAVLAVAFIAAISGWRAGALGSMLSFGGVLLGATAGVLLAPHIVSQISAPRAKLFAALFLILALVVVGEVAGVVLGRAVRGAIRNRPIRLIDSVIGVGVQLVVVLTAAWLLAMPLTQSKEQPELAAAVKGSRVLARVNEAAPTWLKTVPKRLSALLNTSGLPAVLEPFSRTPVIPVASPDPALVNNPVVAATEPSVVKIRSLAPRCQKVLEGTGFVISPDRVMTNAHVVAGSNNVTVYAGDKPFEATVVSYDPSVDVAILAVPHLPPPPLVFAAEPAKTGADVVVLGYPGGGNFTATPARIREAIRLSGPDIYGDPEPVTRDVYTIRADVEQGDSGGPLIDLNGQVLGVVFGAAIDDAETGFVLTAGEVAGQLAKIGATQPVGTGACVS
BH1578 lux ind: inducers of Vibrio cholerae quorum light production without autoinducers, primary screen, BH1578 luxS cqsA deficient, single point. 0.16% of 350,000 active. V. cholerae BH1578 lux reporter, luminescence, 6 h. activation, % at 18.7 µM; in the data active means activation mostly above about 9.7%, no sharp cut-off; further: not every result past the cut was called active; inactives centre near 0; reference of the scale not given here
FBA Mtb inh: Mtb FBA enzyme inhibitors, primary screen, biochemical, fluorescence, strain H37Rv. Fructose-bisphosphate aldolase (Mycobacterium tuberculosis (strain ATCC 25618 / H37Rv)), …. purified M. tuberculosis FBA, fluorescence read-out. inhibition, % at 1 µM. 2.3% of 360,000 active. AID 588726, 2011; in the data active means inhibition above about 27%;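 further: 0% = vehicle and 100% = reference inhibitor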
Target sequence (P9WQA3 whole entry, looked up): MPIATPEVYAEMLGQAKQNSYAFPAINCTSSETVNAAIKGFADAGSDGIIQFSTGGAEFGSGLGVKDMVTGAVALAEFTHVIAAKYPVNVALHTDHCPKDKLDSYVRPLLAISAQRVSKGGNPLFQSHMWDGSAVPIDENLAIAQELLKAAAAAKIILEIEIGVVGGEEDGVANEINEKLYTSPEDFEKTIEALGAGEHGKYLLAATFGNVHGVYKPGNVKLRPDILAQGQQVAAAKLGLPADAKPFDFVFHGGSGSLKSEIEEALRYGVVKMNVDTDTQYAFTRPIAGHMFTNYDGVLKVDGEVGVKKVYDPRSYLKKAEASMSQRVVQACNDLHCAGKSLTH
3CLpro inhibitor: SARS-CoV 3CLpro protease inhibitors, primary screen, biochemical, quenched FRET. Replicase polyprotein 1ab (Severe acute respiratory syndrome coronavirus), P0C6X7. recombinant SARS-CoV 3CLpro, quenched FRET peptide cleavage. inhibition, % at 6 µM. 0.14% of 290,000 active; in the data active means inhibition above about 12%
UGM FP inh: M. tuberculosis UGM enzyme inhibitors, primary screen, biochemical, fluorescence polarization, single point; purified UGM, fluorescence polarization probe displacement; UDP-galactopyranose mutase (Mycobacterium tuberculosis (strain ATCC 25618 / H37Rv)), …; inhibition, % at 10 µM; 0.06% of 320,000 active; in the data active means inhibition above about 10%, passing the limit was not always enough
MazEF act: activators of E. coli MazEF toxin-antitoxin RNase, primary screen, biochemical, fluorescence, uHTS; Endoribonuclease toxin MazF (Escherichia coli (strain K12)), P0AE70; FAM/BHQ RNA-DNA oligo cleavage fluorescence, 5 h; activation, % at 20 µM; 0.32% of 350,000 active; in the data active means activation above about 50%
* hit, by the source's call; i = inactive; / = not tested or not shown; & = joins results of further samples. This is a subset. The share of hits here may be higher or lower than overall.

SMILES	Rv3671c protease	VHR inh abs	3CLpro inhibitor	UGM FP inh	GDH-TPI counter	FBA Mtb inh	Mtb BioA inh	MazEF act	SSB-PriA inh	BH1578 lux ind
Cn1c2ccccc2c2ccc3c(c21)C(=O)C=CC3=O	/	/	/	/	6	3	/	-4	18	-2.0
CCCNC(=O)C1(C)CCCN(C(=O)c2c(F)ccc(C)c2F)C1 (configuration not stated)	/	/	/	/	4	1	-0.1	/	/	-0.2
COc1ccc(CNC(=O)c2cc3c(s2)CS(=O)C3)cc1 (configuration not stated)	-5	12	2	1.8	-10	8	-1.0	6	-10	-0.2
C[C@]12c3[nH]c4cc(-c5ccco5)ccc4c3CCN1C(=O)[C@@H](CC(=O)NCC13CC4CC(CC(C4)C1)C3)C[C@@H]2C(=O)N1CCOCC1	/	/	/	/	9	15	-2.9	4	2	0.2
COc1cc2c(cc1OC)C(c1ccc(-c3ccccc3Cl)o1)=NCC2	-8	31	-14	1.4	17	5	/	-4	26	i
CCn1c(SCC(=O)N=Nc2c(O)[nH]c3ccccc23)nc2ccccc21	-1	2	4	3.5	17	-1	/	5	4	i
COc1ccc(C2CC2/C(C)=N/OC(=O)c2cccs2)cc1 (configuration not stated)	-13	28	3	-0.6	10	3	-1.5	1	/	-0.5
COc1cc(/C=C2\SC(=O)NC2=O)ccc1OCc1ccc(Cl)nc1	1	9	2	-0.3	17	0	-0.7	-2	-10	-1.2
CC(SCc1ccccc1)C(=O)N/N=C/c1cccs1 (configuration not stated)	1	43	2	-1.2	17	0	2.6	1	/	0.6
CC(=O)Nc1ccc(NC(=S)Nc2ccc(F)cc2)cc1	4	30	2	-1.1	2	1	9.8	-1	-6	-0.3
COC(=O)c1cc(CSc2nc3ccccc3[nH]2)oc1C	5	-2	2	-2.0	3	-1	/	3	-2	i
O=C(NCCc1ccccn1)C1CCN(S(=O)(=O)c2ccc(Cl)cc2)CC1	-13	6	-4	3.7	-6	6	-1.6	5	-5	-0.7
O=C(c1ccc(NC(=S)NCc2ccco2)cc1)N1CCOCC1	-3	18	4	-2.7	1	6	/	-29	8	-0.3
CC(=O)Cc1nsc(Nc2ccc(C)cc2)n1	4	39	-3	-3.8	5	-1	-0.4	-7	-9	-0.3
Cc1ccc(S(=O)(=O)Nc2cccc(C(=O)NCCCn3ccnc3)c2)cc1F	3	/	/	0.4	4	5	/	-10	33	i
CC(C)c1ccc(NC(=O)c2snc3ccc(Cl)cc23)cc1	-14	8	3	-0.6	7	-3	/	8	3	0.0
CC1CCc2c(sc(NC(=O)C3c4ccccc4Oc4ccccc43)c2C(N)=O)C1 (configuration not stated)	3	12	-6	2.0	14	2	/	-4	-13	i
COc1ccccc1NS(=O)(=O)c1cc(NC(=O)/C=C/c2cccs2)ccc1N1CCOCC1	-131	5	-3	2.4	30	-2	-1.0	2	15	i
COc1ccc(CNC2C[C@H]3CCCC(=O)N4CC[C@@H](C2)[C@@H]34)cc1 (some centres not stated)	/	/	/	/	7	3	0.9	4	-114	-1.6
O=C(CC(C(=O)O)c1ccccc1)c1cccs1 (configuration not stated)	-8	-7	3	0.9	5	3	/	-6	6	-0.4
CCc1nn(CC(=O)NCCC(C)C)c(=O)c2cc3c(OC)cccc3n12	-11	-24	1	0.4	3	14	1.7	7	-6	-1.4
Cc1ccc(C(=O)Nc2ccc3c(c2)OCO3)cc1S(=O)(=O)N1CCOCC1	1	-2	-2	-2.4	1	-4	4.1	9	-6&-6	i
CCOC(=O)c1ccc(Nc2cc(C)nc3ncnn23)cc1	1	3	-3	-1.0	21	0	5.3	-86	-14	i
CC(=O)Nc1ccc(NS(=O)(=O)C(F)(F)F)cc1	0	-11	6	1.6	-13	-4	-1.1	-8	-10&-12	-2.6
CCOC(=O)C(=O)Nc1ccccc1C#N	-4	4	-6	2.6	-3	0	/	6	-12	-0.2

The list continues:
SMILES	Rv3671c protease	VHR inh abs	3CLpro inhibitor	UGM FP inh	GDH-TPI counter	FBA Mtb inh	Mtb BioA inh	MazEF act	SSB-PriA inh	BH1578 lux ind
Cc1ccc(NC(=O)CN(C)C(=O)c2cccc(S(=O)(=O)N3CCCC3)c2)cc1	-2	/	/	/	1	6	-2.4	-9	-4	i
C1CCC2S[C@H]3CCCCC3NC2C1 (some centres not stated)	-1	16	-1	1.3	6	-1	1.3	-1	0	5.3
CCOc1cc(N2CCOCC2)c(OCC)cc1NC(=O)COc1ncnc2ccc(Br)cc12	-1	8	0	1.1	3	4	-1.0	2	-13	0.5
CCS(=O)(=O)N1Cc2ccccc2CC1C(=O)NCC12CC3CC(CC(C3)C1)C2 (configuration not stated)	-4	20	0	-0.2	4	2	2.3	-5	-9	-0.3
CCN(CC)CCN1C(=O)C(=O)/C(=C(/O)c2c(C)[nH]c(C(=O)OC)c2C)C1c1cccc(OC)c1 (configuration not stated)	-3	10	0	1.3	22	0	-1.8	-7	/	-5.9
C=CCn1c(C)csc1=Nc1ccc(C(=O)O)cc1	6	4	7	2.1	10	1	0.8	4	-4	-2.4
COc1ccc(C(=O)N2CCCC(N3CCN(c4ccccc4F)CC3)C2)c(OC)n1 (configuration not stated)	12	24	1	-2.0	2	-2	-0.8	-2	2	-0.4
CCOc1ccc(C(=O)CC(Sc2ccc(C)cc2)C(=O)O)cc1 (configuration not stated)	3	12	5	2.3	7	-2	0.0	0	-28	-0.1
COc1ccc(NC(=O)c2ccc(=O)[nH]c2)cc1S(=O)(=O)N1CCCCC1	-2	-4	-4	-3.6	/	/	/	/	/	/
CCCCNC(=O)Nc1nc2ccc(CC)cc2s1	-4	26	4	1.8	9	1	/	3	3	-0.1
Cc1c([C@@H]2C[C@H]3CN(Cc4cccc(Cl)c4)C(=O)[C@]34CCCN24)cnn1C	4	34	-5	1.8	6	1	/	-8	0	-0.5
C/C(Cn1nc([N+](=O)[O-])cc1C)=N\NC(=O)c1ccc(C(C)(C)C)cc1	8	-29	6	-0.1	8	1	/	1	/	-0.3
COc1cccc(CSc2nc3ccncc3[nH]2)c1	183*	-10	-2	-4.9	3	0	2.8	-2	-12	-0.5
CCOc1cc(/C=N/NC(=O)C(=O)NC2CC2)cc(Br)c1O	6	13	1	1.9	33*	1	-1.3	5	/	-0.4
Cc1ccc(S(=O)(=O)N2CCC(C(=O)OCC(=O)Nc3cc(S(C)(=O)=O)ccc3Cl)CC2)cc1C	7	-14	-2	-0.4	8	-1	-1.0	-3	-10	i
O=C1CC(NCCC2=CCCCC2)C(=O)N1c1cccc(Cl)c1Cl (configuration not stated)	-8	8	2	2.0	/	/	/	/	/	/
O=C(NCCC(=O)N1CCCC(C(F)(F)F)C1)c1ccc(Br)cc1 (configuration not stated)	0	5	5	-5.6	-1	-1	2.9	2	-15	i
CCOc1ccc(/C=N/Nc2ccccn2)cc1OC	8	30	-5	0.8	18	-13	/	18	/	-0.7
COCc1cc(C)nc(NCCO)c1C#N	-9	1	3	1.1	10	23	-0.3	8	-15	-0.3
CCOc1ccc(CN2CCNC(=O)C2CC(=O)NCc2csc(C)n2)cc1 (configuration not stated)	-4	4	0	2.7	-4	-5	0.4	3	6	-0.7
Cc1cccc2cc(CN(Cc3nnnn3C3CCCCC3)C3CCCC3)c3nnnn3c12	2	4	0	2.9	-6	-4	-2.9	-1	12	5.0
COc1cc(/C=N/Nc2nn3cnnc3c3ccccc23)ccc1O	7	25	-6	-0.2	32*	-1	-0.7	2	/	-2.7
CC(=O)N1CCN(c2ccc(NC(=O)C(c3ccccc3)c3ccccc3)cc2)CC1	7	40	2	-3.5	15	1	4.2	4	17	0.2
O=C(CN1C(=O)NC2(CCCCC2)C1=O)Nc1cc(C(F)(F)F)ccc1N1CCCC1	/	/	/	/	-7	1	-0.4	-2	4	5.0
Cc1nc(NC(=O)/C=C/c2ccccc2)sc1C(=O)Nc1ccccc1Cl	-3	22	2	-2.1	10	2	-4.9	-35	-8	0.2

Following part.
SMILES	Rv3671c protease	VHR inh abs	3CLpro inhibitor	UGM FP inh	GDH-TPI counter	FBA Mtb inh	Mtb BioA inh	MazEF act	SSB-PriA inh	BH1578 lux ind
O=C1OC2(CCCCC2)OC(=O)C1=CNc1nccs1	-10	32	-6	2.2	0	-2	-4.5	-3	-17	i
CN(C)NC(=S)Nc1ccc(Cl)cc1	-5	9	-1	0.8	0	0	-0.9	3	-6	-3.6
CCOc1ccc(CNC(=O)CCCn2nc(C)c3c(C)n(-c4ccc(C)cc4)nc3c2=O)cc1	6	-13	2	-0.9	4	1	-2.0	9	-1	i
COc1cc(OC)cc(C(=O)NCCS(=O)(=O)N2CCN(Cc3ccccc3)CC2)c1	-5	/	/	1.3	14	5	0.2	-2	0	-0.6

Arranged by SMILES length (high to low): some entries from above
SMILES	Rv3671c protease	VHR inh abs	3CLpro inhibitor	UGM FP inh	GDH-TPI counter	FBA Mtb inh	Mtb BioA inh	MazEF act	SSB-PriA inh	BH1578 lux ind
O=C(CN1C(=O)NC2(CCCCC2)C1=O)Nc1cc(C(F)(F)F)ccc1N1CCCC1	/	/	/	/	-7	1	-0.4	-2	4	5.0
COc1cc(OC)cc(C(=O)NCCS(=O)(=O)N2CCN(Cc3ccccc3)CC2)c1	-5	/	/	1.3	14	5	0.2	-2	0	-0.6
CN(C)NC(=S)Nc1ccc(Cl)cc1	-5	9	-1	0.8	0	0	-0.9	3	-6	-3.6

Not a retest: two of the compounds above.
SMILES	Rv3671c protease	VHR inh abs	3CLpro inhibitor	UGM FP inh	GDH-TPI counter	FBA Mtb inh	Mtb BioA inh	MazEF act	SSB-PriA inh	BH1578 lux ind
CCOc1ccc(CNC(=O)CCCn2nc(C)c3c(C)n(-c4ccc(C)cc4)nc3c2=O)cc1	6	-13	2	-0.9	4	1	-2.0	9	-1	i
COc1cc(OC)cc(C(=O)NCCS(=O)(=O)N2CCN(Cc3ccccc3)CC2)c1	-5	/	/	1.3	14	5	0.2	-2	0	-0.6

Assay outcomes (PubChem BioAssay)
